NCI-60 one-dose screen, 48 h, at 10 µM unless noted. Numbers give growth in % (100 = growth as untreated, 0 = no growth, -100 = all killed).
MDA-MB-231: MDA-MB-231 breast cancer | hit rate 5% among 81,000 | AID 1794789
MDA-MB-435: MDA-MB-435 melanoma; hit rate 7.8% among 82,000; AID 1794794
MOLT-4: MOLT-4 leukemia cells | hit rate 6.9% among 80,000
SR: SR leukemia cells. AID 1794780. hit rate 8.7% among 73,000
K-562: K-562 leukemia; AID 1794777; hit rate 7.4% among 78,000
MDA-MB-468: MDA-MB-468 breast cancer | hit rate 8.5% among 78,000 | AID 2202374
RPMI-8226: RPMI-8226 leukemia cells; hit rate 7.5% among 77,000; AID 1794781
MCF7: MCF7 breast cancer; hit rate 6.3% among 82,000
* hit, by the source's call; . = not tested or not shown; [ ] = another dose, or the depositor's remark. Rule for the calls: active = growth percent below 10; inactive = the rest.

structure	SR	MDA-MB-231	MDA-MB-435	K-562	MOLT-4	MDA-MB-468	RPMI-8226	MCF7
COc1cc2ncnc(Nc3ccc(S(=O)(=O)Nc4nccs4)cc3)c2cc1OCCCN1CCN(c2ccc([N+](=O)[O-])cc2)CC1	110	100	110	115	107	91	111	100
CCOC(=O)Nc1cccc(-n2cnc3cc(-c4ccc(O)cc4)ccc32)c1	.	34	-16*	7.1*	11	20	20	18
CC1=C(C#N)C2=NN3CC(c4ccccc4)=NC3=NN2C(c2ccccc2)=C1	104	85	101	98	103	114	48	.
COc1ccc(C2C=C(c3ccc(N)cc3)N=C3SC=C(C)N32)cc1OC (stereo not drawn)	.	86	101	72	52	87	74	86
Nc1ccc(N=Nc2ccc(S(=O)(=O)Nc3ccccn3)cc2)c(N)n1	94	106	106	115	99	98	93	100
COc1ccc(/C=C/C(=O)c2c(O)cc(OC)cc2OC)cc1	67	98	86	88	77	89	.	79
COc1ccc2[nH]c(C(=O)OCc3ccc4cccc(O)c4n3)cc2c1	-3.5*	-71*	-86*	-3.4*	-12*	-71*	-46*	-39*
CCOC(=O)c1cc(C(N)=O)n2ccc(-c3ccncc3)cc12	45	70	92	101	77	64	74	92
COc1cc2oc(-c3cccc(NC(=O)c4ccc(Cl)cc4)c3)cc(=O)c2c(OC)c1OC	37	56	59	26	39	70	24	56
C/C(=N\N=C\c1cc([N+](=O)[O-])ccc1Cl)c1ccc2c(c1)Nc1ccccc1S2	31	50	77	57	44	34	72	63
CC1CCC(NC(=O)N(CCCl)N=O)CC1 (stereo not drawn)	.	110	107	102	98	93	106	.
O=C(O)CC(NC(=O)OCc1ccccc1)C(=O)O (stereo not drawn)	101	112	102	97	102	103	105	102
Cn1cc(-c2nnc(N)nc2-c2c[nH]c3ccc(F)cc23)c2cccnc21	25	52	-22*	16	29	39	49	24
c1ccc(C(Nc2cccnc2)c2ccccc2)cc1	102	91	82	98	84	102	82	104
CCCCNC(=O)NS(=O)(=O)c1ccc(N2N=C(c3ccc(C)cc3C)CC2c2ccc(OC)cc2)cc1 (stereo not drawn)	.	85	10.0*	59	52	65	40	49
COc1cc(/C(C)=N/NC(=O)CSc2nc3ccccc3c(=O)n2Cc2ccc(S(N)(=O)=O)cc2)cc(OC)c1OC	89	90	103	92	92	84	97	89
COc1ccc(S(=O)(=O)NC2C3c4ccccc4C(c4ccccc43)C2O)cc1OC (stereo not drawn)	96	112	104	99	96	113	103	96
Brc1ccc2c(c1)CN(C1CCCCC1)CO2	96	102	103	90	100	110	103	106
O=C1c2cccc3cccc(c23)C(=O)N1CCCN[C@@H]1CCC[C@H]1NCCCN1C(=O)c2cccc3cccc(c23)C1=O	31	66	85	53	28	58	62	65
O=C(O)c1ccc(-n2cc(CNc3cccc(F)c3)c(-c3cc(C(F)(F)F)cc(C(F)(F)F)c3)n2)cc1	92	104	100	87	86	123	62	85
CC[C@]12C=CCN3CC[C@]4(C(=C(C(=O)OC)C1)Nc1cc(OC)c([C@@H]5[C@H]6O[C@H]6[C@@]6(CC)CC(C(=O)OC)=C7Nc8cc(OC)ccc8[C@@]78CCN5[C@@H]68)cc14)[C@@H]32	5.9*	53	58	14	18	29	24	17
Fc1ccc(NCCS)cc1	89	102	107	101	95	106	91	90
O=C(CSc1nc(-c2ccccc2)cc(=O)[nH]1)c1ccc(Cl)cc1	.	107	101	94	95	90	95	78
O=Cc1ccc([N+](=O)[O-])cc1	105	115	106	99	102	96	93	96
CCOC(=O)c1cc2c(n1Cc1ccc(OC)cc1)-c1nc(N)sc1CCC2	96	81	107	102	72	97	73	92
O=C(Cn1c(=O)[nH]c2ccccc2c1=O)NCC(=O)N/N=C/c1ccc([N+](=O)[O-])cc1	.	98	102	108	112	98	95	86
COc1ccc(C(=O)/C=C/c2ccc(N3CCCCC3)cc2)cc1OC	73	92	103	76	89	62	73	90
CCOC(=O)c1cc2c(n1Cc1cc(OC)cc(OC)c1)-c1nc(N)sc1CCC2	86	76	103	100	77	99	91	96
c1ccc2c(c1)oc1cc3sccc3nc12	97	101	100	98	98	102	99	100
CC(O)CN1CCN(CC(C)O)C(C)C1 (stereo not drawn)	102	114	110	101	102	113	109	103
CCOC(=O)C1(c2ccccc2)C(=O)Oc2ccccc21 (stereo not drawn)	.	84	106	103	111	123	89	110
CC(=O)Nc1ccc(/C=N/Nc2ccc([N+](=O)[O-])cn2)cc1	68	93	105	75	94	.	108	89
COc1ccc(/C=N\NC(=O)c2cc(-c3ccc(Cl)cc3)n(-c3ccc(OC)cc3)n2)cc1	.	77	81	73	83	112	94	81
CCOC(=O)/C(=C\c1ccc2ccccc2c1)P(=O)(OCC)OCC	-19*	16	24	12	-25*	-13*	-25*	15
CN(C)CCNc1cc2sc(NC(=O)c3ccccc3)nc2cn1	74	87	103	89	64	110	87	95
O=C(Nc1ccc2ccccc2c1)c1cccc(F)c1	89	96	100	108	103	94	91	82
O=C1c2c(c3c4cc(F)ccc4oc3c3[nH]c4ccccc4c23)C(=O)N1O	9.7*	58	49	26	-23*	-5.8*	26	17
Brc1cc2c(cc1C1OCCO1)OCO2	91	100	109	93	83	119	98	93
CCOC(=O)c1c(C)n(-c2ccc(Cl)cc2)c2ccc(OC(=O)/C=C/c3ccccc3)cc12	27	63	9.4*	25	70	23	68	60
OCCN=Cc1ccccc1	94	102	106	124	103	107	111	105
CC1(C)C=C2[C@H]3C[C@@H](O)[C@@H]4[C@@]5(C)C[C@@H](O)[C@H](O)C(C)(C)[C@@H]5CC[C@@]4(C)[C@]3(C)CC[C@@]2(C)CC1	91[9 µM]	118[9 µM]	104[9 µM]	117[9 µM]	102[9 µM]	110[9 µM]	111[9 µM]	.
COc1ccc(-c2ccn(CC(O)CN3CCOCC3)n2)cc1OC1CCCC1 (stereo not drawn)	108	107	104	120	123	94	97	88
Cc1ccc(NC(=O)N2CCN(C)CC2)cc1NC(=O)N1CCN(C)CC1	117	110	111	111	113	.	.	122
COc1cc(/C=C/C(=O)c2cc(-c3ccc(N(C)C)cc3)ccc2O)cc(OC)c1OC	98	78	98	90	73	114	91	99
O=C(CSc1nnc(-c2cc(-c3ccc(Cl)cc3)nc3ccccc23)n1-c1ccccc1)c1ccccc1	60	109	99	105	92	101	107	97
CC(C(=O)O)N1C(/N=C/c2ccc(Br)cc2)=NNC1(C)c1ccccc1O (stereo not drawn)	61	76	93	69	61	65	71	75
COc1ccc2nc(NC(=O)c3cccnc3Nc3cc(OC)c(OC)c(OC)c3)sc2c1	-13*	-9.8*	7.5*	16	57	60	-1.4*	8.2*
COc1cc(/C=C2\SC(=S)N(NC(=O)C(C)c3ccc(CC(C)C)cc3)C2=O)cc(OC)c1OC (stereo not drawn)	91	93	101	89	79	97	83	91
CCN(CC)CC(CN(CC)CC)OC(=O)c1ccc(N)cc1	109	123	108	97	95	108	101	94
O=C(O)c1ccc(-n2cc(/C=N/Nc3ccccc3)c(-c3ccc(F)cc3F)n2)cc1	72	41	46	19	39	89	50	42

Retrieved by compound from above, two records:
structure	SR	MDA-MB-231	MDA-MB-435	K-562	MOLT-4	MDA-MB-468	RPMI-8226	MCF7
COc1ccc(/C=N\NC(=O)c2cc(-c3ccc(Cl)cc3)n(-c3ccc(OC)cc3)n2)cc1	.	77	81	73	83	112	94	81
O=C(CSc1nnc(-c2cc(-c3ccc(Cl)cc3)nc3ccccc23)n1-c1ccccc1)c1ccccc1	60	109	99	105	92	101	107	97

Exported with two lines to a compound: entries from further up
Each structure is followed by: SR | MDA-MB-231 | MDA-MB-435 | K-562 | MOLT-4 | MDA-MB-468 | RPMI-8226 | MCF7
Brc1cc2c(cc1C1OCCO1)OCO2
 : 91 | 100 | 109 | 93 | 83 | 119 | 98 | 93
CCOC(=O)c1c(C)n(-c2ccc(Cl)cc2)c2ccc(OC(=O)/C=C/c3ccccc3)cc12
 : 27 | 63 | 9.4* | 25 | 70 | 23 | 68 | 60
OCCN=Cc1ccccc1
 : 94 | 102 | 106 | 124 | 103 | 107 | 111 | 105

(continued)
structure	SR	MDA-MB-231	MDA-MB-435	K-562	MOLT-4	MDA-MB-468	RPMI-8226	MCF7
CCCC1OCC(C)([N+](=O)[O-])CO1 (stereo not drawn)	99	99	114	110	107	99	98	95
N#CC(C#N)=NNc1ccc(S(=O)(=O)c2ccc(NN=C(C#N)C#N)cc2)cc1	112	101	105	118	99	122	111	88
COc1ccc(-c2cc(-c3cc(OC)c(OC)c(OC)c3)c(C#N)c(=O)n2CCCCCC(=O)O)cc1	75	83	93	80	101	107	64	95
O=C(CN1CCCCC1)Nc1nc2ccc(NCc3ccc(Br)cc3)cc2s1	113	94	102	102	109	101	92	96
COc1ccc2[nH]c(=O)c(CN3CCN(c4nccc(-c5ccc6ccccc6c5)n4)CC3)cc2c1	55	78	90	36	42	73	56	65
N#Cc1c(-c2ccc(Cl)cc2)nc(N2NC(=O)CC2=O)nc1N1CCOCC1	.	97	100	110	99	107	102	97
COc1ccc(C(=O)Nc2ccc(OS(N)(=O)=O)cc2)cc1	98	107	107	110	110	96	114	96
Fc1ccc(F)c(CNc2nc(SCCN3CCOCC3)nc3c2cnn3CC(Cl)c2ccc(Br)cc2)c1 (stereo not drawn)	0.6*	6.9*	-13*	11	-23*	-23*	2.7*	2.5*
O=S(=O)(c1ccccc1)c1nc(-c2ccccc2)oc1SCc1ccc(F)cc1	91	93	100	87	71	73	73	95
Cc1cc(NS(=O)(=O)c2ccc3ncc(C(N)=O)c(Nc4ccc(Cl)cc4)c3c2)no1	90	113	103	113	103	99	101	92
CC1C=CCC2C(=O)OC(=O)C12 (stereo not drawn)	99	106	96	118	104	68	95	96
COc1cc2nc3cc([N+](=O)[O-])ccc3c(NCCCNCC(C)(C)O)c2cc1OC	5.9*	-63*	-86*	0.9*	11	-58*	-9.3*	-33*
O=C1CC(c2ccc3c(c2)OCO3)c2ncn(-c3ccc(Cl)cc3)c2N1 (stereo not drawn)	24	44	-43*	14	32	13	39	45
O=C(N/N=C/c1ccncc1)c1ccccc1Nc1cccc(C(F)(F)F)c1	4.7*	80	112	78	72	49	52	104
Brc1cc(Br)c2[nH]c(-c3ccccc3)cc2c1	78	71	93	92	88	80	87	71
Cn1c(O)c(N=Nc2nc(-c3cc4ccccc4oc3=O)cs2)c2cc(Br)ccc21	72	41	106	100	104	42	97	77
COC(=O)C(Cc1ccccc1)NC(=O)c1ccc(NC(=O)c2[nH]c(C)c(Cl)c2Cl)c(OC(C)C)c1 (stereo not drawn)	17	66	100	42	85	97	58	33
Cc1nn(-c2ccc(C#N)cc2)c2nc3c(nc12)c(=O)[nH]c1ccccc13	.	103	96	.	.	100	.	94
C=C(C)C1CC=C(/C=N/O)CC1 (stereo not drawn)	107	.	103	119	109	92	100	89
C#CCOc1ccc(/C=N/Nc2nc(-c3ccc(OC)cc3)cs2)cc1	47	91	79	48	74	45	53	70
C=C1CCc2occ(C)c2[C@H]2[C@H]1[C@@]13O[C@@]1(C[C@@H](C)C3=O)[C@H]1O[C@@]21C	108	98	108	99	91	96	102	100
CCCC(CNC1CCCCC1)OC(=O)c1ccc(N)cc1 (stereo not drawn)	112	111	104	103	110	116	107	93
COc1cccc(CNc2ccc3ncnc(Nc4ccc(F)c(Cl)c4)c3c2)c1	51	68	78	48	70	-20*	68	65
CCOC(=O)C(=O)/C(=C/n1c(=S)[nH]c2ccc([N+](=O)[O-])cc21)C(=O)OCC	91	103	104	115	99	115	102	99
COc1ccc(C=NCCc2ccc(OC)c(OC)c2)cc1OC	107	107	106	99	103	99	95	107
c1ccc(CCc2ccccc2-c2cc(-c3ccccc3)on2)cc1	76	84	105	71	73	94	83	75
COc1ccc(/C=c2\nc3n(-c4ccccc4)c4nnc(CC#N)n4n-3c2=O)cc1	96	88	104	95	82	109	97	90
CCCCc1ccc(-c2nc3c(c(C)nc4c3nnn4-c3cc(OC)c(OC)c(OC)c3)c(=O)o2)cc1	94	109	101	103	108	100	107	94
O=c1nc(NO)ccn1C1CCCO1 (stereo not drawn)	114	115	129	93	93	112	106	97
Cc1ccc(NC(=O)c2nc(S(C)(=O)=O)oc2-c2ccc(F)cc2)cc1Nc1ccc2ncn(C)c(=O)c2c1	-12*	31	69	-23*	-5.2*	17	19	52
Cc1ccc(C(O)(c2ccccc2)c2ccc(C)cc2)cc1	93	89	104	90	94	99	95	102
COc1cc(-c2cc(=O)c3c(O)cc(C)cc3o2)cc(OC)c1OC	77	110	.	88	89	119	93	96
NC(=S)N/N=C/C(=O)O	63	97	92	33	44	38	48	12
Cc1nc(-c2ccccc2)ccc1-c1nnc(SCC(=O)c2ccccc2)o1	97	93	109	102	96	98	103	91
CSc1nc(N)cc(=O)[nH]1	107	116	111	93	94	106	117	98

In another format: 3 of the compounds above
Results follow in this order: SR	MDA-MB-231	MDA-MB-435	K-562	MOLT-4	MDA-MB-468	RPMI-8226	MCF7
> O=c1nc(NO)ccn1C1CCCO1 (stereo not drawn)
  114	115	129	93	93	112	106	97
> Cc1ccc(NC(=O)c2nc(S(C)(=O)=O)oc2-c2ccc(F)cc2)cc1Nc1ccc2ncn(C)c(=O)c2c1
  -12*	31	69	-23*	-5.2*	17	19	52
> Cc1ccc(C(O)(c2ccccc2)c2ccc(C)cc2)cc1
  93	89	104	90	94	99	95	102

From PubChem BioAssay
